# LGR2 antag: inhibitors of bursicon-induced Drosophila LGR2 receptor cAMP signaling; HEK293 LGR2, CRE-luciferase, bursicon-stimulated, 4 h; inhibition, % at 9.99 µM; 0.35% of 380,000 active;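 active means drop in luminescence signal, shown as inhibition above about 50% in the replicate tests, limit read from the data, passing the limit was not always enough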;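 further: agonist challenge used bursicon conditioned medium at about half maximal strength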
# PglD DTNB: blocks C. jejuni PglD acetyltransferase activity. purified PglD enzyme, DTNB colorimetric CoA detection. inhibition, % at 12.5 µM. 0.098% of 360,000 active; in the data active means inhibition above about 16%, passing the limit was not always enough; further: strong numbers were not always called active
# S100A4 inh HTS: inhibitors of human S100A4 binding to myosin IIA peptide; P26447; S100A4/TAMRA-MyoIIA peptide fluorescence polarization; inhibition, % at 10.7 µM; 0.14% of 360,000 active; AID 652163;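 active means mean inhibition of at least 70% across replicates, with every replicate also reaching that level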
# Target sequence (P26447 whole entry, looked up): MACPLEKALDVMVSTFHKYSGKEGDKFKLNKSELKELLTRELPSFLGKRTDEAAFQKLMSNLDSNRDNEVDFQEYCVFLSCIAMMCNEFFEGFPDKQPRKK
#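 assay system = human S100A4 monomer with TAMRA-labelled myosin IIA peptide | also added = labelled myosin peptide probe, 5 nM | incubation = 5 min between mix addition and reading | control set = DMSO and TFP controls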
# PGC1a acetyl inh: modulators of PGC1a acetylation | AID 651687 | inhibition, % at 15.6 µM | 0.17% of 350,000 active | U2OS PGC1a acetylation, AlphaScreen anti-acetyl-lysine; with virally co-expressed GCN5 acetyltransferase;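 active means every replicate shows inhibition of at least 40%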;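 further: 0% = neutral control wells and 100% = positive control wells; some results beyond the cut were filed as inactive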
# EWS-Fli inh: blocks EWS/Fli oncoprotein-driven transcription; A673 NR0B1-luciferase reporter, viability-normalised; inhibition, % at 12.6 µM; 0.67% of 350,000 active; AID 651661;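 active means mean inhibition of at least 50% after viability correction, with every replicate also passing that limit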;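 further: firefly luciferase signal divided by Alamar Blue viability fluorescence both relative to DMSO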
# ERAP1 inh: ERAP1 (human) enzyme inhibition. recombinant ERAP1, Leu-AMC fluorescence, 60 min. inhibition, % at 10.7 µM. 0.15% of 340,000 active. AID 652197;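 active means mean replicate inhibition of at least 30%, or all replicates individually reaching that 30% level; inactive means mean below 30% and not every replicate reaching it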;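 further: 0% = neutral control wells and 100% = L-leucinethiol positive control wells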
# Target sequence (Q9NZ08 whole entry, looked up): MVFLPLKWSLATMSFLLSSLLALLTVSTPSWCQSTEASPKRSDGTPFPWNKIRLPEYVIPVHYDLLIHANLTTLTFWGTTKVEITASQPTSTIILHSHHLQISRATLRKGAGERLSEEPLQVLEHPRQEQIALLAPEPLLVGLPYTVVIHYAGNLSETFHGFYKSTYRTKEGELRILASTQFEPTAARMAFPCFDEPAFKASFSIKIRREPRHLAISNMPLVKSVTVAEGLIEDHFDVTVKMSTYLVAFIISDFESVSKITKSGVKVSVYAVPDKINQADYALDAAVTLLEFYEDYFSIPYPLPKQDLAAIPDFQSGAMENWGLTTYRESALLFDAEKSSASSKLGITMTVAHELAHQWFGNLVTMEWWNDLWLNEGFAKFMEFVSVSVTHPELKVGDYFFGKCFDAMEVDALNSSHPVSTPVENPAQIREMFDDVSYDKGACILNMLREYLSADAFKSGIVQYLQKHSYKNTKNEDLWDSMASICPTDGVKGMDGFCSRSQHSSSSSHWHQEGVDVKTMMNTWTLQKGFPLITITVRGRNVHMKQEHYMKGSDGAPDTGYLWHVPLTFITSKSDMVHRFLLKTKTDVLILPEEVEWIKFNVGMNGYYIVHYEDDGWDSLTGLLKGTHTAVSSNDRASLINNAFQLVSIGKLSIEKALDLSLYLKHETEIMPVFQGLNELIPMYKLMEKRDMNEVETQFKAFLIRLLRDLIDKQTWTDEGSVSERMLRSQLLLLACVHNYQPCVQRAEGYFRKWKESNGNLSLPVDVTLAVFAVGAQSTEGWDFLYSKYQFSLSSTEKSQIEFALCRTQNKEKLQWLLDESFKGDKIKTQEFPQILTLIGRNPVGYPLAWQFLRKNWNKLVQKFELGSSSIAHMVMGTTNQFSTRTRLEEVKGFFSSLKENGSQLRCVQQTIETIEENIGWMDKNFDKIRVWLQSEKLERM
# FN deposit inh: fibronectin deposition inhibition; AH1F fibroblasts, Alexa488-fibronectin deposition fluorescence, overnight; inhibition, % at 12.6 µM; 0.086% of 350,000 active;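 active means mean inhibition across replicates of 30% or more, regardless of how many single replicates reach that level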;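 further: positive control wells lacked labelled fibronectin entirely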
#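 Schedule: 1 h cell adhesion before compound, then overnight fibronectin incubation; test system: AH1F fibroblast monolayer depositing Alexa488-labelled fibronectin into matrix; quantity: 10000 AH1F cells per well; probe or stimulus: fluorescent fibronectin at 24 nM final; signal: fluorescence, ex 485 nm, em 525 nm; evaluation: percent inhibition as loss of matrix-bound fibronectin fluorescence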
# PAX8 inh HTS: lowers PAX8-driven luciferase in RMG-I cells | RMG-I TPO-luciferase reporter, SteadyGlo, 24 h | inhibition, % at 12.6 µM | 1.2% of 360,000 active;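 active means mean replicate inhibition at least 60% with every replicate also reaching 60%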;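 further: luciferase light reporting Pax8 driven TPO promoter activity; plate controls were median of neutral control wells for no effect and mitoxantrone controls for full effect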
# Starred values were filed as active, the others as inactive; . = no result given. Random draw from the library; about 2.1% have a hit in one of these screens.
# Below each compound – LGR2 antag, PglD DTNB, S100A4 inh HTS, PGC1a acetyl inh, EWS-Fli inh, ERAP1 inh, FN deposit inh, PAX8 inh HTS
1) COc1ccc(NC(=O)Nc2ccc3c(c2)C(=O)N([C@H](C)CO)C[C@H](C)[C@@H](CN(C)Cc2ccc(-c4ccccc4)cc2)O3)cc1
  9, -2, -3, -22, 2, -4, ., .
2) Cc1ccc2oc(C(=O)N(Cc3ccccc3)C3CCS(=O)(=O)C3)c(C)c2c1 (centres undefined)
  -6, -2, 4, ., ., -4, 3, 3
3) CCOC(=O)C1CCN(C(=O)c2oc3ccc(S(=O)(=O)N4CCCCCC4)cc3c2C)CC1
  ., 4, ., -13, ., ., -4, 8
4) C[C@@H]1CN([C@H](C)CO)C(=O)c2cc(-c3ccc(F)cc3)cnc2O[C@@H]1CN(C)C(=O)Cc1ccccc1
  5, 5, -2, 7, 1, 1, ., .
5) CC=Cc1ccc2n(c1=O)C[C@@H]1[C@@H](CO)[C@H](C(=O)NCCC)[C@H]2N1C(=O)c1ccncc1 (mixture of isomers)
  15, ., -9, 0, 47, -3, ., .
6) COc1cccc(C(=O)Nc2cc(C(=O)NCCc3ccccc3)ccc2Cl)c1
  -33, -1, 3, 11, -44, 0, ., .
7) COc1ccc(CC(=O)NNS(=O)(=O)c2ccc3ccccc3c2)cc1OC
  8, 0, ., -2, ., ., -7, 21
8) CC1=C(C(=O)O)N2C(=O)C(NC(=O)c3c(F)cccc3F)C2SC1 (centres undefined)
  -3, 1, 2, ., -5, 3, -4, 6
9) COC(=O)C1=C(C(=O)OC)[C@@H]2N(C)c3ccc(OC)cc3[C@@]23C[C@@H](C(=O)OC)N(C(=O)c2ccco2)C3=N1
  -14, 3, 0, -2, 2, -2, 5, -3
10) C[C@H]1CN([C@@H](C)CO)C(=O)c2cc(NC(=O)Nc3ccc4c(c3)OCO4)ccc2O[C@H]1CN(C)C
  -2, -1, 57, 6, -14, -4, 5, 16

# Reprinted from the part before: six compounds, then new ones.
# Below each compound – LGR2 antag, PglD DTNB, S100A4 inh HTS, PGC1a acetyl inh, EWS-Fli inh, ERAP1 inh, FN deposit inh, PAX8 inh HTS
5) CC=Cc1ccc2n(c1=O)C[C@@H]1[C@@H](CO)[C@H](C(=O)NCCC)[C@H]2N1C(=O)c1ccncc1 (mixture of isomers)
  15, ., -9, 0, 47, -3, ., .
6) COc1cccc(C(=O)Nc2cc(C(=O)NCCc3ccccc3)ccc2Cl)c1
  -33, -1, 3, 11, -44, 0, ., .
7) COc1ccc(CC(=O)NNS(=O)(=O)c2ccc3ccccc3c2)cc1OC
  8, 0, ., -2, ., ., -7, 21
8) CC1=C(C(=O)O)N2C(=O)C(NC(=O)c3c(F)cccc3F)C2SC1 (centres undefined)
  -3, 1, 2, ., -5, 3, -4, 6
9) COC(=O)C1=C(C(=O)OC)[C@@H]2N(C)c3ccc(OC)cc3[C@@]23C[C@@H](C(=O)OC)N(C(=O)c2ccco2)C3=N1
  -14, 3, 0, -2, 2, -2, 5, -3
10) C[C@H]1CN([C@@H](C)CO)C(=O)c2cc(NC(=O)Nc3ccc4c(c3)OCO4)ccc2O[C@H]1CN(C)C
  -2, -1, 57, 6, -14, -4, 5, 16
11) O=C(NC(Cc1c[nH]c2ccccc12)C(=O)O)/C(=C/c1ccco1)NC(=O)c1ccccc1 (centres undefined)
  11, ., -24, ., 13, -2, ., 14
12) CCN1C(=O)/C(=C2/Sc3ccc(OC)cc3N2C)SC1=Nc1cccc(O)c1
  -13, -2, 10, 6, -3, 1, ., .
13) CC(=O)c1cccc(NC(=O)CN2C(=O)C(=O)N(Cc3ccco3)C2=O)c1
  -1, -1, -4, 4, -1, -5, -3, -2
14) CCCN(CC1CC1)C(=O)COC(=O)c1ccc2c(c1)C(=O)N(c1ccc(OCC)cc1)C2=O
  -9, ., -1, 4, -3, 0, 7, 0
15) C[C@@H](C(=O)NC1CCN(Cc2ccccc2)CC1)N1C(=O)N2CCc3c([nH]c4ccccc34)[C@@]2(C)C1=O
  29, 1, -2, -11, 12, ., ., .
16) COc1ccccc1N(CC(=O)N1CCOCC1)S(C)(=O)=O
  ., -4, -1, -7, -11, -2, 4, 3
17) CCN(CC)C(=O)Nc1ccc(C(=O)OC)cc1
  ., -1, ., 1, ., ., -5, -26
18) Nc1cc(N)nc(SCC(=O)NCc2ccc3c(c2)OCO3)n1
  -8, -2, -4, -5, -1, 3, 0, -9
19) O=C(N/C(=C/c1cccc([N+](=O)[O-])c1)C(=O)N1CCOCC1)c1ccccc1Br
  -8, 14, -5, 4, 6, 0, 3, .
20) O=C(O)c1cc(NC(=O)C2CCCO2)cc(NC(=O)C2CCCO2)c1 (centres undefined)
  6, ., 5, ., -6, 12, ., .
21) CC(C)(C)NC(=O)Cn1c(SCC(=O)NC2CCCC2)nc2ccccc21
  21, 6, -1, ., -3, 1, 3, 3
22) O=C(C[n+]1ccc(/C=N/O)cc1)N(Cc1ccccc1)Cc1ccccc1
  -5, ., 2, 3, 10, 6, ., 9
23) Cc1ccc(S(=O)(=O)Nc2ccccc2C(=O)NCc2cccnc2)cc1
  -6, ., 4, 91*, -8, -2, 2, 2
24) C/C(=N\NC(=O)CC#N)c1cc2ccc(O)cc2oc1=O
  -6, -4, -9, 8, -2, 80*, 0, 10
25) COc1ccc(C(=O)N2CCN(c3cccc(Cl)c3)CC2)cc1
  0, 1, -8, -2, 2, 1, ., .
26) C[C@@H]1CN([C@H](C)CO)C(=O)c2cccc(N(C)C)c2O[C@H]1CN(C)Cc1ccc(C(=O)O)cc1
  10, 0, 5, -18, -8, -4, ., -24
27) CCOc1ccccc1N1CCN(C(=O)c2cn(CC3CCCCC3)nn2)CC1
  -1, 0, 1, ., -69, 3, 2, -120
28) CCCC(=O)Nc1ccc2c(c1)C(=O)N(C)[C@@H]1CC[C@H](CC(=O)NCCN3CCCCC3)O[C@H]1CO2
  -11, -2, ., 6, -3, ., -10, -12
29) Cc1ccc2occ(/C=N/NC(=O)c3ccc(O)cc3)c(=O)c2c1
  24, -5, 2, ., ., -6, 8, -14
30) Cc1ccc(NC(=O)[C@@H](C)NC(=O)[C@@H]2Cc3ccccc3CN2)cc1
  -11, -3, -8, 4, -11, 2, 1, -131
31) Cn1c(=O)[nH]c(=O)c2c1nc(SCC(=O)Nc1ccccc1)n2Cc1ccccc1
  -11, -3, 1, -5, -1, 1, 8, -14
32) O=c1cc(O)c2sc3nc(-c4ccccc4)cc(C(F)(F)F)c3c2[nH]1
  15, -1, ., -4, ., ., 0, 14
33) CCOC(=O)c1ccc(NC(=O)COC(=O)c2cccc(Oc3ccccc3)c2)cc1
  24, ., -1, ., 9, 0, 2, -7
34) Cc1nc2sc(C(c3ccccc3)N3CCOCC3)c(O)n2n1 (centres undefined)
  18, 3, 4, 3, -4, -6, ., .
35) O=C(c1ccccc1)N1C[C@@H]2[C@H](c3ccccc31)[C@H](CO)N2C(=O)c1cccc(F)c1
  -4, -5, 0, -5, 3, 1, 7, 5
36) Cc1nn(Cc2cccc(C(=O)Nc3ccn(Cc4c(F)c(F)cc(F)c4F)n3)c2)c(C)c1[N+](=O)[O-]
  -3, -2, ., -25, ., ., 4, .
37) C[C@@H]1CN([C@H](C)CO)C(=O)c2cc(NC(=O)Nc3ccccc3)ccc2O[C@@H]1CN(C)Cc1ccc(C(=O)Nc2ccccc2N)cc1
  4, -3, -7, 5, 55*, -2, ., -12
38) CCOC(=O)C1(CCOc2ccccc2)CCN(CC=C(C)C)CC1
  -12, -4, -2, ., 13, -1, 17, 11
39) OC[C@@H]1[C@H](c2ccc(C3=CCCC3)cc2)[C@H]2CN(Cc3cccnc3)CCCCN12
  -7, 4, -14, 3, -2, 2, ., 15
40) COc1ccc(NC(=O)c2c(N)no[n+]2[O-])c(OC)c1
  2, ., 10, -9, 1, 4, 7, -11
41) Cc1noc(C)c1S(=O)(=O)Nc1ccc2c(c1)C(=O)N([C@H](C)CO)C[C@@H](C)[C@H](CN(C)S(=O)(=O)c1cccs1)OCCCC[C@@H](C)O2
  8, 5, ., ., 1, ., 6, 0
42) CCN1CCn2c1nc(N1CCOCC1)nc2=O
  1, 3, 2, 1, -5, -5, ., .
43) COc1ccc(C(=O)NNC(=O)COc2ccc(Cl)cc2)c(OC)c1
  -5, -1, 7, -10, ., -4, -3, 7
44) COc1ccc(CN(C)C[C@H]2OCCCC[C@@H](C)Oc3ccc(NC(=O)Nc4ccc(C(F)(F)F)cc4)cc3C(=O)N([C@@H](C)CO)C[C@@H]2C)cc1
  ., -3, -15, 31, 66*, 0, ., 30
45) N#C[C@@H]1[C@H](c2ccccc2-c2cccc(F)c2)[C@H](CO)N1C(=O)Cc1cccnc1
  4, ., -9, 8, 2, -1, -1, -11
46) CCOc1ccc(CSC2=NCCN2)cc1[N+](=O)[O-]
  -5, ., 3, -20, 17, 3, 6, 18
47) Cc1nn(CC(=O)Nc2ccc(Cl)cn2)c(C)c1[N+](=O)[O-]
  ., 6, ., 11, ., ., -5, -10
48) Cc1ccc(S(=O)(=O)Nc2ccc3c(c2)C(=O)N([C@H](C)CO)C[C@H](C)[C@@H](CN(C)Cc2ccncc2)OCCCC[C@H](C)O3)cc1
  1, 14, 9, 13, 4, -4, 4, 1
49) Cc1cccc(-c2cccc(NC(=O)C3CCCN(C(=O)c4cccnc4)C3)c2)c1 (centres undefined)
  -1, -1, 0, -5, ., -2, -6, 3
50) CCOC(=O)C1CCCN(c2c(NCc3ccco3)c(=O)c2=O)C1 (centres undefined)
  0, ., 1, 11, -10, 8, -2, 3
51) C[C@@H]1CN([C@H](C)CO)S(=O)(=O)c2ccc(-c3cccc(C#N)c3)cc2O[C@@H]1CN(C)C
  8, -1, 14, -1, 5, -2, 0, -5
52) CCCC(=O)Nc1ccc2c(c1)OC[C@H](C)N(C(=O)C1CCCC1)C[C@H](C)[C@H](OC)CN(C)C2=O
  -5, 0, 9, 2, 1, -2, 11, .
53) C[C@H]1CCCCO[C@@H](CN(C)CC2CC2)[C@@H](C)CN([C@@H](C)CO)C(=O)c2cc(NC(=O)c3ccccc3)ccc2O1
  19, -1, -6, -2, ., 0, 10, 1
54) Cc1ccc2c3c(c(SCC(=O)Nc4nonc4C)nc2c1)CCCC3
  7, 3, ., 4, ., ., 6, .
55) COc1ccc(NC(=O)c2cccnc2Sc2ccccc2)c(OC)c1
  -12, ., -2, ., -5, -1, -4, 5
56) C[C@H](CO)N1C[C@H](C)[C@H](CN(C)Cc2ccc(Oc3ccccc3)cc2)Oc2ccc(NC(=O)Nc3ccccc3)cc2C1=O
  4, 1, 5, -10, 3, 1, ., 14
57) Cc1ccc(S(=O)(=O)Nc2ccc3c(c2)C(=O)N([C@@H](C)CO)C[C@@H](C)[C@H](CN(C)C(=O)c2ccncc2)OCCCC[C@@H](C)O3)cc1
  -7, -3, ., -12, 3, ., -6, -1

# As entered above.
# entry 57 @ PAX8 inh HTS: -1
# entry 56 @ PGC1a acetyl inh: -10
